core dimer inh = inhibitors of HCV core protein dimerization, primary screen, biochemical, TR-FRET, high-throughput; TR-FRET GST/Flag-core106 dimerization, 1536-well; inhibition, % at 5 µM; 0.33% of 300,000 active; AID 1899, 2009;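 active means inhibition above the mean of all tested compounds plus 3 SD, set per screening campaign, cut at about 45% in these data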
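System: GST-tagged and Flag-tagged HCV core protein residues 1-106 / Input: core106 proteins, GST 13.5 nM and Flag 17 nM / Buffer or medium: KF-containing HEPES buffer, pH 7.45, DTT, CHAPS, BSA / Probe or stimulus: Eu-anti-GST and XL665-anti-Flag labelled anti-tag antibodies / Schedule: 4 h, 22.5 °C incubation / Technique: TR-FRET 671 and 617 nm emission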
PREPL inh = PREPL enzyme inhibitors, primary screen, biochemical, fluorescence polarization; Prolyl endopeptidase-like (Homo sapiens), Q4J6C6; recombinant PREPL, fluorescence polarization activity-based probe; inhibition, % at 5.96 µM; 0.68% of 320,000 active; AID 2751, 2010; in the data active means inhibition above about 43%;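 further: 0% = enzyme with DMSO and 100% = wells lacking enzyme; many of its hits are not listed in these tables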
Fh CTSL1 inh = Fasciola hepatica cathepsin L1 inhibitors, primary screen, counter-screen for PFM18AAP inhibitor project, biochemical, QFRET, fluorogenic peptide substrate. 0.49% of 300,000 active. inhibition, % at 5.96 µM. AID 1906, 2009. recombinant F. hepatica cathepsin L1, Z-Leu-Arg-MCA fluorescence;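 active means inhibition above the mean of all tested compounds plus 3 SD, set per screening campaign, cut at about 17% in these data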;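 further: 0% = plate median of test compound wells and 100% = 1 µM Z-Phe-Ala-diazomethylketone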
TPT1 inhibitor = Candida albicans TPT1 enzyme inhibitors, primary screen, biochemical, fluorescence polarization; tRNA 2'-phosphotransferase TPT1 (Candida albicans SC5314); recombinant caTPT1, FP RNA substrate dephosphorylation; inhibition, % at 5 µM; 0.81% of 300,000 active;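 active means inhibition above the mean of all tested compounds plus 3 SD, set per screening campaign, cut at about 24% in these data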;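 further: plate controls were DMSO alone for no effect and ferristatin control at 100 nM for full effect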
Efflux pump inh = inhibitors of Candida efflux pumps in yeast, primary screen, S. cerevisiae, Nile Red, multiplex; S. cerevisiae Candida pump triplex; inhibition, % at 10 µM; 0.44% of 330,000 active; AID 485275, 2010;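 active means plate passing quality check with inhibition over a set limit, or well fluorescence over plate mean plus 4 SD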;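 further: Nile Red retained in pooled yeast measured as flow cytometry median fluorescence; 0% = buffer negative control and 100% = Enniatin B positive control; higher means more Nile Red kept so more efflux inhibition; some compounds called inactive have numbers as strong as hits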
PP5 inh = PP5 phosphatase inhibitors, primary screen, biochemical, fluorescence. purified PP5c, OMFP substrate fluorescence. inhibition, % at 6.7 µM. 0.18% of 320,000 active. AID 1987, 2009. Serine/threonine-protein phosphatase 5 (Homo sapiens), P53041;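 active means inhibition above the campaign's mean inhibition across all tested compounds plus 3 SD, cut at about 9.5% in these data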;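 further: 0% = DMSO only and 100% = 100 µM cantharidin control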
Target sequence (P53041 whole entry, looked up): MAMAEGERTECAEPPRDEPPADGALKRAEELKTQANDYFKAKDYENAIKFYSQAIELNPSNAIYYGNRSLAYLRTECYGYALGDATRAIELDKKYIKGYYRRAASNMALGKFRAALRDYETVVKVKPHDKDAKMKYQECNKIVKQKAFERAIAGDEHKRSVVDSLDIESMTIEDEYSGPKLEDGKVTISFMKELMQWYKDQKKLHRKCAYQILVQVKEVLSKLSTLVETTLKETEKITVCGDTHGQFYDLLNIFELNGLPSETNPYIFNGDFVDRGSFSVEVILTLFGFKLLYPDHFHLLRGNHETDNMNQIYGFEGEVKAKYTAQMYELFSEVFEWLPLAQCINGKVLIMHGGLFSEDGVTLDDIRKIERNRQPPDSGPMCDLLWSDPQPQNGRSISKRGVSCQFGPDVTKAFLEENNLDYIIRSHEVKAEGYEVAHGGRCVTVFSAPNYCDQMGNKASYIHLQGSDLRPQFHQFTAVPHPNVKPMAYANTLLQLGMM
GASC-1 inh = inhibitors of GASC-1 histone demethylase, primary screen, biochemical, fluorescence, DELFIA europium | Lysine-specific demethylase 4C (Homo sapiens), Q9H3R0 | GST-JMJD2C(1-420) H3K9me3 demethylation | inhibition, % at 2.35 µM | 0.069% of 330,000 active;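 active means more than half of a compound's replicate wells show inhibition beyond 50%, single wells judged on their own value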;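 further: signal counts dimethyl H3K9 product captured on neutravidin plate; 0% = median of DMSO wells and 100% = 0.3 times that DMSO median; strong numbers were not always called active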
Target sequence (Q9H3R0 1-420 limits assumed): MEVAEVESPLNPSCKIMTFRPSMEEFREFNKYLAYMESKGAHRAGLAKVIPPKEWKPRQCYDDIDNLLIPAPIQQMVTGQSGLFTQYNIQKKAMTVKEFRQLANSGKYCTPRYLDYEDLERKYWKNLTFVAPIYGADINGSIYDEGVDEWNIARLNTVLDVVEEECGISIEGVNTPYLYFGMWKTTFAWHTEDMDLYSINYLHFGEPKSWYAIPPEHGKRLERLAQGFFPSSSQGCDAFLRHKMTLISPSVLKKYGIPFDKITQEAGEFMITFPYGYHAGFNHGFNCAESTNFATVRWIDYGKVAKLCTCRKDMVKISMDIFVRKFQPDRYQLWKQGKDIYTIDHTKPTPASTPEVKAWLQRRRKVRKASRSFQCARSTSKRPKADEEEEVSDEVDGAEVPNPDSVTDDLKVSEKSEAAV
LYPLA2 counter = LYPLA2 inhibitors, primary screen, counter-screen for PME1 inhibitor project, biochemical, fluorescence polarization, FP-Rh probe ABPP. recombinant LYPLA2. 0.38% of 320,000 active. inhibition, % at 5.9 µM. AID 2177, 2009. Acyl-protein thioesterase 2 (Homo sapiens), O95372;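 active means inhibition above the screen-wide mean plus 3 SD, limit set per campaign, cut at about 26% in these data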;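 further: 0% = LYPLA2 with DMSO and 100% = wells lacking LYPLA2 enzyme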
PP1 inh = PP1-alpha phosphatase inhibitors, primary screen, counter-screen for PP5 inhibitor project, biochemical, fluorescence, OMFP substrate, single point; purified PP1alpha; inhibition, % at 6.7 µM; 0.9% of 320,000 active; AID 2235, 2010;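 active means inhibition above the mean inhibition of all tested compounds plus 3 SD, computed separately for each screening campaign, cut at about 15% in these data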
An asterisk follows results filed as active; / = no result given; & = joins results of further samples. Only part of the results is shown. The share of hits here may be higher or lower than overall.

SMILES	core dimer inh	PREPL inh	Fh CTSL1 inh	TPT1 inhibitor	Efflux pump inh	PP5 inh	GASC-1 inh	LYPLA2 counter	PP1 inh
CC(C)(C)Nc1nc(NN)nc(NC(C)(C)C)n1	3.0	-1.3	-3.2	0.5	0.3	2.4	-1.1	1.2	0.9
CC1CCC2C(=O)N(c3ccc(S(=O)(=O)c4ccccc4)cc3)C(=O)C2C1 (stereo not given)	-0.5	1.2	-0.7	-4.4	0.1	5.9	-7.5	9.3	-0.1
CN(C)CCN1C(=O)C(=O)/C(=C(/O)c2ccc(F)cc2)C1c1ccccc1 (stereo not given)	-0.5	4.1	-2.3	0.6	0.2	3.4	-24.1	1.8	4.0
CC(=O)c1cccn1S(=O)(=O)c1ccccc1	-5.9	3.3	1.9	-4.9	0.6	-1.9	65.9	-5.1	-1.6
COc1ccc(C2N=C(N)N=C(N)N2c2ccccc2)cc1OC (stereo not given)	-9.2	9.8	-0.3	-5.9	-0.1	-0.4	2.8	-5.2	0.1
CNc1nc(C)cc(C)c1S(=O)(=O)c1ccc(Cl)cc1	3.7	-13.8	1.3	-2.6	0.1	0.8	3.9	5.5	0.7
COc1ccc(C(=O)Nc2nnc(C3=COCCO3)o2)cc1	-7.5	-8.9	-1.1	2.2	-0.1	5.5	-11.5	3.2	1.8
COc1ccc(OC)c(S(=O)(=O)N2CCC(C(=O)Nc3ccccc3)CC2)c1	-4.1	3.2	-1.7	-1.5	0.1	0.8	0.3	-1.3	-0.6
CNC(=O)Cn1c(C)cc(=O)c2cccc(OC)c21	1.2	-6.5	-2.2	1.1	0.0	-0.8	5.4	-2.0	-1.4
CC(=O)c1ccc(NC(=S)NCc2cccnc2)cc1	-2.1	10.1	2.1	3.1	0.1	0.4	34.0	-3.4	-2.6
N#C/C(=C/c1cccnc1)c1ccccc1	-3.6	12.6	-4.8	0.3	0.5	-2.3	-15.6	3.5	1.6
COc1ccc(CCNC(=O)Cn2nnc(C(=O)Nc3ccc(Br)cc3)c2N)cc1OC	8.6	-5.4	-1.4	0.3	-0.1	2.8	0.0	-8.3	-1.3
Cc1ccccc1NC(=O)N1CCNC(=O)C1CC(=O)Nc1cc(Cl)ccc1Cl (stereo not given)	0.1	-2.6	-0.4	-2.4	-0.2	1.8	0.1	-0.5	-1.4
O=C(CSc1ccc(Cl)cc1)Nc1nnc(-c2ccco2)o1	-8.1	13.2	-2.0	-2.1	0.1	2.6	/	3.5	-1.0
Cc1csc2nc3ccccc3c(=O)n12	4.1	-1.9	1.6	-3.5	0.0	3.5	19.2	-3.0	-3.2
CCn1c2ccccc2c2cc(/C(C)=N/O)ccc21	3.7	-3.1	0.6	0.3	0.1	4.2	-9.8	-3.9	3.5
c1ccc2c3c([nH]c2c1)-c1[nH]ncc1CC3	-25.9	9.7	-0.2	4.7	0.0	7.4	-4.9	-7.7	2.5
Cc1cc(/C=C2/NC(=O)N(Cc3ccccc3F)C2=O)c(C)n1C(C)C	-4.4	17.5	2.0	-0.1	-0.5	3.4	0.5	6.0	0.1
CC(C)(C)OC(=O)NCCCCCNC(=O)c1[nH]cnc1C(=O)Nc1ccccc1	/	6.9	/	/	0.5	4.3	3.4	0.0	-1.9
CC(C[N+](C)(C)C)OC(N)=O (stereo not given)	5.8	-0.4	-5.4	-3.7	0.0	-3.3	-5.6	1.0	-3.1
CC(C)CC(NC(=O)c1ccc(Cl)cc1Cl)C(=O)O (stereo not given)	-4.6	3.7	-0.9	-1.5	0.2	1.0	0.0	-7.6	-0.4
O=C(O)CCCC(=O)N1CCN(c2cccc(Cl)c2)CC1	-1.9	-2.4	-2.6	-4.4	0.0	1.8	-9.4	5.0	-3.6
COc1ccc(NC(=O)CCSc2nc(C)cs2)cc1	-1.8	4.1	4.6	4.7	0.4	3.1	-16.9	2.3	1.3
O=C(NCCS(=O)(=O)N1CCN(c2ccccc2F)CC1)c1ccc(Cl)cc1	0.8	-9.0	-1.6	-1.4	0.2	0.8	-1.8	15.0	1.0
Cc1cc(C(=O)NNC(=O)CN2C(=O)NC3(CCCCC3)C2=O)c(C)o1	/	4.8	/	/	0.0	1.7	1.0	2.1	0.6
COC(=O)CN(c1cccc(C(C)=O)c1)S(C)(=O)=O	2.2	2.2	9.1	1.0	0.0	-3.6	-1.1	-3.3	-5.5
COc1ccc(OC)c(NC(=O)c2cc3n(n2)C(C(F)(F)F)CC(c2ccc4c(c2)OCO4)N3)c1 (stereo not given)	4.9	42.9	0.3	-1.2	0.1	5.6	-2.4	-3.3	1.5
Cc1cc2c(NCc3ccccc3)ncnc2s1	-16.5	15.0	1.3	-3.1	-0.1	1.5	2.8	8.3	-3.2
CN(CC(=O)Nc1ccc(F)cc1)C(=O)c1cc2c(s1)CCCCC2	2.2	2.1	5.2	-3.7	0.0	0.4	-0.3	1.7	0.8
COC(=O)c1sc(NC(=O)c2cc(-c3ccccc3)nc3ccccc23)c(C#N)c1C	44.5	6.7	7.0	-1.7	0.2	1.3	8.2	0.2	-0.1

Rewritten with values under each structure: entries from further up
Each structure is followed by: core dimer inh, PREPL inh, Fh CTSL1 inh, TPT1 inhibitor, Efflux pump inh, PP5 inh, GASC-1 inh, LYPLA2 counter, PP1 inh
COC(=O)c1sc(NC(=O)c2cc(-c3ccccc3)nc3ccccc23)c(C#N)c1C
    44.5, 6.7, 7.0, -1.7, 0.2, 1.3, 8.2, 0.2, -0.1
CC(C)CC(NC(=O)c1ccc(Cl)cc1Cl)C(=O)O (stereo not given)
    -4.6, 3.7, -0.9, -1.5, 0.2, 1.0, 0.0, -7.6, -0.4

Further compounds follow.
SMILES	core dimer inh	PREPL inh	Fh CTSL1 inh	TPT1 inhibitor	Efflux pump inh	PP5 inh	GASC-1 inh	LYPLA2 counter	PP1 inh
Cc1[nH]n(C)c(=O)c1C(=O)c1c(-c2c(Cl)cccc2Cl)noc1C	-6.4	-5.4	12.2	-2.4	0.0	1.4	5.0	1.6	-1.0
O=C(NCC(=O)N1CCN(C(=O)c2ccco2)CC1)c1ccc(Cl)cc1	-3.6	6.7	0.0	-3.6	0.0	-0.6	26.0	0.8	0.3
CCCCOC(=O)C1=C(C)NC2=C(C(=O)CCC2)C1c1cc(OC)ccc1OC (stereo not given)	3.1	-5.9	-3.0	1.4	0.0	0.2	0.2	-7.0	-6.7
COC(=O)C1=C(N)OC2=C(C(=O)CC(C)(C)C2)C1c1cc2c(cc1Cl)OCO2 (stereo not given)	-5.0	24.3	-6.3	-3.5	0.0	0.2	-13.4	7.2	-1.9
Cc1cc(C)cc(NC(=O)C(NCCN2CCOCC2)c2ccccc2)c1 (stereo not given)	3.6	7.6	-4.2	6.9	0.3	-1.1	-12.7	-3.6	-1.9
O=C(NC(=S)NNC(=O)c1cnccn1)c1ccc(F)cc1	0.1	13.4	-0.9	-0.5	-0.3	0.2	5.2	-0.7	13.7
CCc1nnc(NC(=O)CSc2nnc(CNc3cccc(C)c3)n2-c2ccccc2)s1	5.9	-16.1	0.3	-3.6	0.2	1.2	-9.9&4.3	4.1	9.9
O=C(NC(=O)N1CCCCCC1)c1ccc(Cl)cc1	-7.3	0.0	1.8	-1.4	0.0	0.5	0.5	1.6	-4.8
O=[N+]([O-])c1ccc(N=Nc2c(Cl)cc(O)cc2Cl)cc1	-4.6	15.8	0.7	0.7	-0.2	2.3	-2.3	24.3	4.7
O=C(NCc1ccc2c(c1)OCO2)c1cc2ncc(Br)cn2n1	67.2*	3.9	-0.6	1.2	0.1	2.9	4.3	4.1	-1.4
O=C(CCCN1C(=O)/C(=C\c2cccs2)SC1=S)Nc1cc([N+](=O)[O-])ccc1O	-11.1	17.1	5.2	-1.8	-0.1	0.8	3.8	-3.9	-0.7
Cc1ccccc1NC(=O)c1cc2c(=O)n3cccc(C)c3nc2s1	-0.3	-8.2	0.9	-1.6	-0.1	-0.5	14.8	8.2	4.7
O=C(CNC(=O)c1ccccc1F)NCCc1ccc(Cl)cc1	-0.9	6.7	5.1	-0.6	-0.1	0.0	-20.9	6.3	-0.3
COC(=O)NC(NC(=S)Nc1ccc([N+](=O)[O-])cc1)C(Cl)(Cl)Cl (stereo not given)	-3.6	13.1	3.5	-1.9	-0.1	1.1	-1.0	-9.7	-0.8
COc1cc(S(=O)(=O)NCc2ccncc2)c(OC)cc1C	-9.5	9.1	-3.3	-4.2	0.1	0.9	-30.0	5.0	1.1
COC(=O)Cn1c2ccccc2c2nc(C)sc21	-2.9	3.6	-1.4	-0.8	-0.1	-1.4	1.3	3.8	-2.6
CCN1CCCC1CNC(=O)c1cn(CC)c2ccc(S(=O)(=O)N3CCCCCC3)cc2c1=O (stereo not given)	-1.9	10.8	-4.2	-8.1	-0.1	1.9	-3.5	2.2	0.4
CC(C)OC(=O)CSc1nc(N)c(C#N)cc1C#N	0.4	-2.5	4.3	0.5	-0.1	-1.1	-10.9	-4.2	0.2
CC1(C)C(=O)Nc2ccccc2N1C(=O)COc1cc(Cl)ccc1Cl	/	13.9	/	/	-0.2	2.1	6.0	2.4	-1.3
O=C(COc1ccc(Cl)cc1)Nc1cccc(-c2ccc3nncn3n2)c1	8.7	-29.2	1.1	-3.3	-0.1	-0.4	-7.3	7.9	1.9
COC(=O)Nc1sc(C(=O)N(C)C)c(C)c1C(=O)OC	0.8	9.3	-1.1	-0.5	0.3	-0.9	3.5	-3.0	-3.6
Cc1ccccc1NC(=O)N1C2CCC1CC(O)(c1cccnc1)C2 (stereo not given)	-2.3	-0.5	2.3	-11.0	0.0	-0.9	-1.0	14.7	-1.6
Cc1cccc(N2CCN(C(=O)c3ccc(-n4cncn4)c([N+](=O)[O-])c3)CC2)c1C	2.9	16.6	2.4	5.3	1.9	2.4	-1.2	-3.6	-1.6
CN(C)C(=O)Nc1ccccc1	-0.1	-5.4	-3.4	0.2	0.1	-1.8	3.6	-3.8	-3.6
COC(=O)c1cc(NS(=O)(=O)c2ccc(OC)c(OC)c2)ccc1Cl	3.9	4.5	0.2	1.7	0.0	0.0	6.5	-5.0	0.8
O=C(O)CN1C(=O)CNC1=O	0.5	5.7	0.5	3.1	0.1	-1.1	-15.6	-7.5	-10.9
Cc1ccccc1NC(=O)C(C)OC(=O)c1ccccc1C(=O)N(C)c1ccccc1 (stereo not given)	-1.8	8.7	1.4	1.4	0.0	-1.3	-1.1	3.1	-5.5
Cc1ccc(-c2nc(NC(=O)CSc3nnc(C)s3)ns2)cc1	3.6	12.6	4.6	0.1	-0.3	0.7	10.4	-0.7	-1.2
COc1ccc(Oc2cc(C)c3cccc(C)c3n2)cc1	3.2	5.4	1.1	-1.1	-0.1	1.9	-14.6	3.4	1.9
CC(C)NC(=S)NNc1ncnc2sc3c(c12)CC(C)(C)OC3	-4.0	2.4	1.6	4.7	0.0	-1.4	5.9	-7.0	-2.2

Screens as filed in PubChem BioAssay.
